NF-kB neuron act – NF-kB expression increase, human neuronal cells. NF-kB reporter expression; stronger effect = higher value. fold change at 12.5 µM. 1.6% of 190,000 active. AID 1239; in the data active = fold change above about 3.3
FLuc stim CS – firefly luciferase counter-screen for stimulation assays; activation factor at 10 µM; 200,000 tested, under 10 active; ATPlite luciferase biochemical, luminescence, 10 min; 0 = ATP-free wells, 1 = DMSO control;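 active = luciferase activation factor, scaled between plate controls, of at least 2 with compound at 10 µM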
Target sequence (P08659 whole entry, looked up): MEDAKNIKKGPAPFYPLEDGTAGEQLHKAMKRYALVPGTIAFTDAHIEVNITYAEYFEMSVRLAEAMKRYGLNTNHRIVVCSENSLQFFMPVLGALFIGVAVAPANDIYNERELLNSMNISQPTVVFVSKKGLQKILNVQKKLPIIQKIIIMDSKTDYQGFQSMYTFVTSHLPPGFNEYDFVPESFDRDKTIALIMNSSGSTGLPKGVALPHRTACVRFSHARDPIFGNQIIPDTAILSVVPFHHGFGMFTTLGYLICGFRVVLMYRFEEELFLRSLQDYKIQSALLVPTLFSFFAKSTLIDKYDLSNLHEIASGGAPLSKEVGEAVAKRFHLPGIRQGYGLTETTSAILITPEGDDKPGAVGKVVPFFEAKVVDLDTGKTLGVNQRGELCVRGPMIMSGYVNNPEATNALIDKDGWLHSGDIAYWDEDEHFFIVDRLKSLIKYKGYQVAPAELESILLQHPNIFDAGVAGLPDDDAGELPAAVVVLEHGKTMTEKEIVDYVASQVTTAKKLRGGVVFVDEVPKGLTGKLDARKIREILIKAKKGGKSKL
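test system = cell-free luciferase reagent | medium = PBS as buffer for the ATP substrate | dosing = test compounds dosed from 2 mM stocks in 100% DMSO | incubation = 10 min at ambient temperature | detection = luminescence measurement of luciferase light output | benchmarks = low control with PBS replacing ATP, high control enzyme plus ATP without compound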
FLuc inhib CS – inhibits firefly luciferase, flagging false hits in luciferase inhibition screens; ATPLite firefly luciferase biochemical luminescence, 10 min; P08659; 1.5% of 200,000 active; inhibition, % at 10 µM; AID 1006;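 active = inhibition above about 50% when tested at 10 µM, limit read from the data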
STAT3 activator – activators of IL-6 induced STAT3 signaling; U3A cells, IL-6 STAT3-luciferase reporter, luminescence; 100% = signal with IL-6 EC80 alone; activation (% of control), % at 5.6 µM; 0.91% of 190,000 active; AID 871;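 active = activation above the screen-wide mean of compound activation plus 3 SD, cut at about 130% in these data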;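 also: 0% = background luminescence of wells with medium and substrate only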
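Material: human STAT1-deficient U3A cells with stable STAT3-luciferase reporter / Probe or stimulus: IL-6 stimulus at 33 ng/mL final / Schedule: 1 h compound pre-exposure, 6 h IL-6 stimulation, 37 °C / Technique: luminescence / Read-out basis: percent of IL-6-only median luminescence / Control set: IL-6-only high control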
APP 5UTR inh – APP translation inhibition | SH-SY5Y APP 5'UTR-luciferase reporter, luminescence | inhibition, % at 2 µM | 0.82% of 190,000 active;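 active = inhibition above a set limit, derived from the sample mean plus 3 SD, cut at about 45% in these data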; also: values of inactives mirror those of a sister screen read the other way
STAT1 inh – reduces IFN-gamma driven STAT1 reporter signal; inhibition, % at 5.5 µM; NIH 3T3 STAT1-luciferase reporter, luminescence; 0.35% of 200,000 active;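 active = inhibition above a set limit, the mean inhibition across all tested compounds plus 3 SD, cut at about 34% in these data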;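 also: 0% = IFN-gamma with DMSO and 100% = IFN-gamma with 300 µM nifuroxazide; values of inactives mirror those of a sister screen read the other way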
STAT3 inh – inhibitors of IL-6 induced STAT3 signaling. U3A cells, IL-6 STAT3-luciferase reporter, luminescence; host cell line lacks STAT1. 0.89% of 190,000 active. inhibition, % at 5.5 µM;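 active = inhibition above the mean inhibition across all screened compounds plus 3 SD, cut at about 44% in these data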;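 also: 0% = DMSO only wells and 100% = 100 µM nifuroxazide control wells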
ROMK mod – human ROMK K+ channel modulation, primary screen; Tet-inducible ROMK, thallium flux fluorescence; actives lie on both sides; B-score at 10 µM; 2% of 130,000 active;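 active = signal ratio slope over the read window, or its plate-corrected B-score, at least 3 SD from the plate mean, either direction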;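 also: B-score of the F/F0 ratio slope over 7 to 12 s after thallium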
Target sequence (P48048 whole entry, looked up): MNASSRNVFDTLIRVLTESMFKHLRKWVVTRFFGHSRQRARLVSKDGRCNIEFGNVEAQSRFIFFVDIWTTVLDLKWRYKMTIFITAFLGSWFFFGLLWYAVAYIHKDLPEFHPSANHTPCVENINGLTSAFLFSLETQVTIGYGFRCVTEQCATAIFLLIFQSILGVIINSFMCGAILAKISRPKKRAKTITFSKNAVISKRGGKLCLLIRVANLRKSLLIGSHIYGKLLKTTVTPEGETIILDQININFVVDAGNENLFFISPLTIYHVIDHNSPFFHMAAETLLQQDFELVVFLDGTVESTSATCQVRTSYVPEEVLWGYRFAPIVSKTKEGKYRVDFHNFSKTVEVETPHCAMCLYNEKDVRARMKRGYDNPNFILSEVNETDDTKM
STAT1 activator – increases IFN-gamma driven STAT1 reporter signal | NIH 3T3 STAT1-luciferase reporter, luminescence; 100% = IFN-gamma alone, no compound | activation (% of control), % at 5.5 µM | 2.6% of 200,000 active | AID 932;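 active = activation above the screen-wide mean activation plus 3 SD, cut at about 130% in these data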;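 also: raw ratio to IFN-gamma control signal so 100% means no change and 0% no light; values of inactives mirror those of a sister screen read the other way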
APP 5'UTR act – APP 5'UTR luciferase reporter activation; 1% of 190,000 active; activation, % at 2 µM; SH-SY5Y APP 5'UTR luciferase reporter, luminescence; zero percent = DMSO vehicle wells; AID 1276;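 active = activation above a set limit, based on mean plus 3 SD of controls, cut at about 140% in these data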; also: values of inactives mirror those of a sister screen read the other way
* hit, by the source's call; / = no result given; & = joins results of further samples.

Value order – NF-kB neuron act, FLuc stim CS, FLuc inhib CS, STAT3 activator, APP 5UTR inh, STAT1 inh, STAT3 inh, ROMK mod, STAT1 activator, APP 5'UTR act
CC(Oc1cccc(Cl)c1)c1ccnc2nc(/N=C/N(C)C)nn12 (configuration not stated)
  1.05, 1, -3.8, 97.4, -1.5, -0.7, 13.0, 0.0634, 99.0, 1.5
O=C(Nc1ccccc1N1CCN(C(=O)c2ccc(Cl)cc2)CC1)c1cc(Br)ccc1Cl
  1.09, 1, 0.3, 105.6, -4.9, 7.8, -2.4, /, 92.9, 4.9
O=C(NCc1ccc(F)cc1)C1CCN(S(=O)(=O)c2ccc3c(c2)OCCCO3)CC1
  0.98, 1, -4.9, 105.0, -7.3, -4.6, -11.3, /, 104.2, 7.3
CCC(C)(C)NC(=O)CN(C(=O)CCC(=O)Nc1cc(C)ccn1)c1ccc2c(c1)OCCO2
  1.02, 1.1, -5.1, 92.8, -5.1, -4.1, 13.5, -0.2, 103.5, 5.1
CC(C)c1cc(C(=O)Nc2cccc(C(F)(F)F)c2)no1
  1.71, 1, 2.0, 87.4, 4.8, -3.3, 20.9, 0.861, 103.1, -4.8
Cc1ccc(-n2nnnc2SC(C)C(=O)Nc2ccc(Cl)cn2)cc1 (configuration not stated)
  1.03, 1, 1.4, 98.2, 33.3, 0.9, 6.5, /, 97.5, -33.3
CC1(C)Cc2c(C#N)c(SCc3ccccc3)nc(N3CCOCC3)c2CO1
  1.33, 1.1, -8.6, 103.7, 1.0, 8.6, 0.6, -0.946, 92.2, -1.0
COc1ccc2[nH]cc(C(=O)CN3CCN(C/C=C/c4ccccc4)CC3)c2c1
  0.69, 1, -3.3, 98.5, -7.7, 6.6, 7.0, /, 94.0, 7.7
CC1=NNC(=O)C1CCC(=O)N/N=C/C(Br)=C/c1ccccc1 (configuration not stated)
  1.09, 1, 2.8, 106.1, 81.7*, -11.0, -12.1, /, 110.0, -81.7
O=C(Nc1ccccc1)Nc1snnc1C(=O)Nc1cccc(O)c1
  1.32, 1, -0.2, 85.2, -13.3, 3.1, 21.9, -0.439, 98.6, 13.3
Cc1ccc(OCC(O)CNC(=O)c2ccccc2C(=O)O)cc1 (configuration not stated)
  1.1, 1, -4.7, 93.6, -1.0, -6.9, 17.4, /, 106.2, 1.0
N#Cc1cc(C(=O)c2cc(Br)ccc2O)cn(C2CCCCC2)c1=O
  1.14, 1, -4.8, 99.8, -23.7, -1.1, 3.7, /, 101.0, 23.7
CCc1nc(C#N)c(N2CCOCC2)o1
  1.19, 1, -1.0, 110.8, -4.0, -4.4, -18.5, /, 104.0, 4.0
Cc1ccc(-n2c(O)c(/C=N/n3cnnc3)c3ccccc3c2=O)cc1
  1.1&1.07, 1&1, -1.0&-1.9, 97.3&96.4, -13.1&7.0, -4.3&2.1, 6.7&8.0, /, 104.0&98.1, 13.1&-7.0
Cc1cc(C(=O)Nn2c(C3CCCCC3)nc3ccccc3c2=O)ccc1[N+](=O)[O-]
  1.11, 1, -3.5, 100.5, 1.8, 14.5, 3.3, -1.54, 87.2, -1.8
CN(C)CCCC(C)(O)C(C)(C)c1ccccc1 (configuration not stated)
  1.11, 1.1, -5.0, 91.4, -11.1, 0.1, 11.6, 0.437, 99.4, 11.1
O=C(CNC(=O)c1cccs1)NCCN1CCN(c2ccccc2F)CC1
  1.46, 1, -2.6, 104.5, -16.6, -10.7, -1.0, /, 111.4, 16.6
CC1Cc2ccccc2N1C1=NS(=O)(=O)c2ccccc21 (configuration not stated)
  1.22, 1, 2.6, 105.4, -15.3, 0.1, -2.4, /, 99.9, 15.3
COc1ccc(NC(=O)C2C3C=CC(O3)C2C(=O)NCc2cccnc2)cc1 (configuration not stated)
  1.16, 1.1, -11.3, 93.9, 5.5, 2.4, 7.9, 0.162, 97.9, -5.5
O=C(OCC(=O)c1c[nH]c2ccccc12)c1cc2ccccc2cc1O
  1.1, 1, -4.4, 112.2, 1.4, 6.8, -14.4, 0.0548, 93.9, -1.4
C=CCN(CC=C)C(=S)NCCc1ccc(OC)c(OC)c1
  1, 1, -3.6, 76.8, -14.5, 15.0, 29.0, /, 86.4, 14.5
O=C(OCC(=O)N1CCC(Cc2ccccc2)CC1)c1ccc[nH]c1=O
  1.16, 1, 0.3, 103.4, 7.4, -2.2, 2.2, /, 102.0, -7.4
CCCC(C)NC(=O)CSc1nnc(-c2c[nH]c3ccccc23)o1 (configuration not stated)
  1.18, 1.1, -5.9, 89.9, 6.0, -0.9, 17.0, -0.0179, 100.8, -6.0
COC(=O)C1C2C=CC3(CN(c4cccc(C)c4)C(=O)C13)O2 (configuration not stated)
  1.07, 1, -4.6, 101.9, 4.7, 1.2, -0.3, 0.0225, 98.9, -4.7
O=C(NCc1ccco1)C1CCCN(S(=O)(=O)c2ccccc2)C1 (configuration not stated)
  1.07, 1, -3.7, 104.1, -4.4, -6.3, -4.6, -0.32, 105.8, 4.4
CCOC(=O)C1=C(C)Nc2ccccc2N=C1NC(=O)c1cccc(S(=O)(=O)N(C)C)c1
  0.6, 1.1, -9.8, 107.1, -4.7, -6.9, -6.3, 0.0163, 106.3, 4.7
CCOC(=O)/C(=N\Nc1cc(C(F)(F)F)ccc1Cl)N(CC)CC
  1.09, 1.1, -9.1, 104.8, /, 1.5, -7.5, -0.788, 98.7, /
CCn1c(CNC(=O)c2ccc3c(c2)OCO3)nnc1SCC(=O)Nc1cc(C)ccc1OC
  0.94, 1.1, -6.6, 102.8, -6.6, 0.3, -3.6, /, 99.7, 6.6
CCN(CC)S(=O)(=O)c1ccc(OC)c(NC(=O)c2ccc(OC)c([N+](=O)[O-])c2)c1
  /, /, /, 100.9, -16.4, 8.0, 8.2, /, 93.4, 16.4
CC(C)c1nnc(SCC(=O)N2CCN(C(=O)c3ccco3)CC2)n1N
  1.12, 1, 0.0, 107.9, 12.9, -1.3, -8.1, 0.855, 99.9, -12.9

Value order – NF-kB neuron act, FLuc stim CS, FLuc inhib CS, STAT3 activator, APP 5UTR inh, STAT1 inh, STAT3 inh, ROMK mod, STAT1 activator, APP 5'UTR act
C/C(NC1CCCCC1)=C(/C#N)C(=O)NCCN1CCOCC1
  0.96, 1, -2.3, 103.3, -3.4, 1.6, -1.9, -1.09, 98.5, 3.4
Cc1ccccc1C(=O)O/N=C/c1c(N2CCOCC2)n(C)c2ccccc12
  0.49, 1, -2.7, 102.2, 30.2, 3.0, 3.4, /, 97.3, -30.2
Cc1ccccc1N(CC(=O)NC1CCCC1)C(=O)c1oc(C(C)(C)C)cc1C
  1.25, 1, 3.7, 107.7, -1.8, 1.8, 1.4, /, 98.4, 1.8
CCN1CCN(C(=O)Nc2ccc(OC)cc2OC)CC1
  1.55, 1, 2.7, 102.9, 9.4, 2.3, 6.2, 0.0874, 98.0, -9.4
O=C(Nc1cccc2ccccc12)C1CCN(C(=O)NCc2ccccc2)CC1
  0.89, 1, -2.3, 113.4, 7.6, 10.8, -11.2, /, 90.1, -7.6
Cc1cccnc1NC(=O)C12CCC(C)(C(=O)O1)C2(C)C (configuration not stated)
  1.11, 1.1, -5.8, 98.6, -18.0, 1.0, 5.3, /, 99.1, 18.0
CCn1c(C)nc([N+](=O)[O-])c1Sc1ccc(F)cc1
  1.4, 1.1, -7.7, 98.9, 6.3, 19.3, 9.5, -0.764, 82.4, -6.3
Cc1cc(C)c(C(=O)CSc2nnc(C)c(=O)[nH]2)cc1C
  1.23, 1.1, -5.0, 103.8, 24.6, 10.1, -3.0, 0.478, 89.6, -24.6
Cc1nc2nc(SCC(=O)NCc3ccco3)nn2c(C)c1Cc1c(F)cccc1Cl
  1.13, 1.1, -7.2, 93.4, -7.7, 2.1, 12.9, 0.337, 98.1, 7.7
COc1ccccc1Oc1ccc(N/C=C/C(=O)C(C)(C)C)cc1
  1.33, 1, -4.8, 103.1, 13.7, -7.5, 1.7, -0.403, 105.6, -13.7
O=C(CO/N=C1\CCCc2nonc21)Nc1ccc(Br)cc1
  1.32, 1, 0.1, 101.8, -6.9, -3.1, 1.5, 0.468, 102.8, 6.9
c1cnn(-c2cncc(-n3cccn3)n2)c1
  1.46, 1, 2.1, 94.9, -6.9, -11.6, 10.2, 0.894, 109.0, 6.9
COc1ccccc1NC(=S)NC(=O)c1ccc(-c2ccc(Cl)cc2)o1
  1.05, 1.1, -9.1, 86.2, -6.7, -0.6, 26.9, /, 100.5, 6.7
Cc1ccc(Cn2nnc3c(=O)n(CC(=O)c4ccccc4)cnc32)cc1
  1.09, 1, -3.7, 97.2, 7.3, 3.8, 12.0, /, 96.5, -7.3
CCOc1ccc(-n2c(C)cc(/C=N/N(C)C)c2C)cc1
  0.94, 1, -2.9, 106.5, -17.7, 10.1, -8.4, -0.202, 90.6, 17.7
Cc1cccc(-c2cc(N)n(-c3ccccc3)n2)c1
  5.48*, 0.3, 72.5*, 100.2, -152.4, -83.5, 8.3, -0.967, 173.9*, 152.4*
Cc1ccc(S(=O)(=O)NCCOCCNS(=O)(=O)c2ccc(C)cc2)cc1
  0.99, 1, -2.9, 95.5, 10.7, 1.7, 7.9, 0.184, 98.4, -10.7
COc1cc2c(N3CCOCC3)cc(O)c(CC(=O)Nc3ccccc3)c2cc1OC
  0.76, 1.1, -9.5, 98.1, 9.0, -4.6, 6.4, /, 104.2, -9.0
COc1cc(NC(=O)c2ccco2)c(OC)cc1NC(=O)Nc1cccc(Cl)c1
  0.54, 1.1, -6.3, 92.0, 11.0, -2.9, 13.1, 0.108, 102.6, -11.0
CC1=Nc2ccccc2N=C(NC(=O)c2ccccc2)C1c1ccccc1 (configuration not stated)
  1.09, 1, -1.9, 106.6, -13.0, 7.1, 0.4, 0.378, 92.2, 13.0
O=C(Cc1ccccc1)N/N=C/c1cccn1-c1ccc([N+](=O)[O-])cc1
  0.96, 0.9, 7.0, 93.4, 14.7, 7.8, 10.4, /, 93.0, -14.7
COC(=O)c1cn(C(=O)c2ccc(C)cc2C)c2ccccc12
  0.7, 1, -2.5, 97.0, 53.5*, 12.7, 14.4, 0.621, 87.7, -53.5

Screening results: PubChem, several laboratories
